INS-1E GSIS act: GLuc luminescence reporter in INS-1E cells, primary screen for activators of glucose-dependent secretion of insulin; INS-1E GLuc reporter insulin secretion, 2-3 h; activation, % at 16.6 µM; hit rate 0.61% among 370,000; AID 743287;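 active means lowest replicate activation of at least 40%, so every replicate reaches that level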;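 further: 0% = median of neutral control wells and 100% = median of IBMX positive control wells; some compounds called inactive have numbers as strong as hits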
EWS-Fli inh: blocks EWS/Fli oncoprotein-driven transcription. hit rate 0.67% among 350,000. inhibition, % at 12.6 µM. AID 651661. A673 NR0B1-luciferase reporter, viability-normalised;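 active means mean inhibition of at least 50% after viability correction, with every replicate also passing that limit; inconclusive means mean reaches 50% but only one of two replicates passes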;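 further: firefly luciferase signal divided by Alamar Blue viability fluorescence both relative to DMSO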
PAX8 reporter: inhibitors of PAX8 transcriptional activity in RMG-I cells | AID 652154 | hit rate 1.2% among 360,000 | RMG-I TPO-luciferase reporter, SteadyGlo, 24 h | inhibition, % at 12.6 µM;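 active means mean replicate inhibition at least 60% with every replicate also reaching 60%; inconclusive means only one of the two criteria is met; inactive means mean below 60% and not all replicates reaching 60%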;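 further: luciferase light reporting Pax8 driven TPO promoter activity; plate controls were median of neutral control wells for no effect and mitoxantrone controls for full effect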
ERp5 inh: ERp5 (human) disulfide isomerase inhibition; Q15084; ERp5 insulin aggregation, absorbance 650 nm, 90 min; inhibition, % at 9.99 µM; hit rate 0.05% among 350,000;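 active means mean replicate inhibition above about 25%, with every replicate also reaching it, limit read from the data, passing the limit was not always enough; inconclusive means only one of those two criteria met; inactive means neither criterion met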
Target sequence (Q15084 whole entry, looked up): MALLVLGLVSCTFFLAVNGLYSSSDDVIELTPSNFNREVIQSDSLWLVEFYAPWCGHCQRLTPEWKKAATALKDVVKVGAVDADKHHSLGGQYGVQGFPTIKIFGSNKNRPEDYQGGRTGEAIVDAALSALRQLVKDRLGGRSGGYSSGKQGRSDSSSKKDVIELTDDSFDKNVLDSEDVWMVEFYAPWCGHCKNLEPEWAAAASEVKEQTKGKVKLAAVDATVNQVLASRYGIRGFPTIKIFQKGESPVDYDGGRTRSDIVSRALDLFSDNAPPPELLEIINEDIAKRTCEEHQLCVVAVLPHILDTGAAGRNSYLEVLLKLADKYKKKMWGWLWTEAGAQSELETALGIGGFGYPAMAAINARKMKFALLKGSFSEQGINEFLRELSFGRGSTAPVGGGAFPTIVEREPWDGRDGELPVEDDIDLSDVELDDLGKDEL
ARNT-TACC3 inh: ARNT/TACC3 interaction disruption | Q9Y6A5 | AlphaScreen His-ARNT PAS-B/GST-TACC3 binding, luminescence; TACC3 fragment carries E629A point mutation | inhibition, % at 9.99 µM | hit rate 0.66% among 390,000 | AID 623870;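 active means mean inhibition of replicates at least 50% and at least half of replicates each reaching 50%; inconclusive means half or more replicates reach 50% but mean below 50%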;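 further: 0% = complete ARNT plus TACC3 wells and 100% = ARNT alone without TACC3; many hits fall short of the cut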
Xi reactivation: activators of X-chromosome reactivation in mouse fibroblasts | activation, % at 7.58 µM | AID 743238 | XiGFP mouse fibroblasts, % GFP-positive cells imaging, 3 d; cells co-treated with 5-aza-dC sensitizer; scaled so ellipticine positive control = 100% | hit rate 0.055% among 360,000;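 active means mean normalized replicate activation at least 10% and every replicate at or above 10%; inconclusive means only one of the two criteria met; inactive means mean below 10% and not all replicates reach 10%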;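 further: 0% = median of on-plate neutral control wells and 100% = ellipticine 6 µM median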
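System: 68-5-11 XiGFP fibroblast line | Buffer or medium: DMEM containing 5-aza-dC | Compound: Single point | Times: Compounds 3 days, fix/stain 15 min at room temperature | Benchmarks: Positive control ellipticine, 6 µM final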
DENV2 CPE: protects cells from dengue virus 2 cytopathic effect. DENV2-infected cells, cytopathic effect rescue, plate reader. CPE inhibition, % at 9.99 µM. hit rate 1.7% among 350,000; in the data active means CPE inhibition above about 20%, passing the limit was not always enough; inconclusive means no clear call, values can overlap the other calls; tested in BHK-21 cells;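 further: 0% = median of neutral control wells and 100% = median of positive control wells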
F508del corr: correctors of CFTR F508del function in bronchial epithelial cells | CFBE cells, YFP halide quenching; stimulated with forskolin plus potentiator P3; % fluorescence drop versus neutral controls | AID 720511 | activity (quench increase), % at 7.58 µM | hit rate 0.36% among 350,000;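 active means mean added fluorescence quench of at least 8% versus neutral control, with both replicates also reaching 8%; inconclusive means only one of the mean or replicate conditions met; inactive means mean below 8% and not both replicates reaching 8%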;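 further: cells transiently co-express mutant CFTR-F508del with the halide-sensitive YFP; corrector assay measuring rescue of mutant channel to the surface after 24 h compound exposure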
Active calls of the source: *; ? = inconclusive; · = no result given.

SMILES | INS-1E GSIS act | EWS-Fli inh | PAX8 reporter | ERp5 inh | ARNT-TACC3 inh | Xi reactivation | DENV2 CPE | F508del corr
CO[C@@H]1CN(C)C(=O)c2cc(NS(=O)(=O)c3ccc(F)cc3)ccc2OC[C@H](C)NC[C@@H]1C | 8 | -3 | -9 | -3 | -6 | -0.1 | 5 | 0.1
C=CCOC(=O)[C@H]1[C@@H]2C(=O)O[C@@H](c3ccccc3)[C@@H](c3ccccc3)N2[C@@H](c2ccc(OCCOC(=O)[C@@H]3C[C@@H]4C(=O)NCC(=O)N4[C@@H]3c3cccc(OCCO)c3)cc2)[C@]12C(=O)Nc1ccc(I)cc12 | · | -15 | · | -2 | 26 | · | -12 | -4.9
CCCNS(=O)(=O)/C=C/c1ccccc1 | 1 | 5 | 3 | 0 | -5 | 0.3 | 1 | -0.2
CCCNC(=O)C[C@H]1C[C@@H]2c3cc(NC(=O)COC)ccc3O[C@@H]2[C@H](CO)O1 | 6 | -1 | 9 | 4 | -1 | 0.1 | -2 | 4.2
COc1ccccc1NC(=O)C1CCCN(S(=O)(=O)c2ccc(-n3cnnn3)cc2)C1 (stereo not drawn) | -4 | 2 | 2 | -4 | 2 | 0.0 | -4 | 2.1
CC1=C(c2ccc(C)cc2)[N+](=O)C(C)(C)N1[O-] | 6 | 0 | 22 | 2 | -5 | 0.0 | 4 | 1.4
COCC(=O)N(C)C[C@@H]1Oc2cc(-c3ccc(F)cc3)ccc2S(=O)(=O)N([C@H](C)CO)C[C@@H]1C | 12 | -32 | · | 6 | -3 | -0.8 | -3 | 0.9
COc1ccc(C2c3ccc(O)cc3Oc3ncn4nc(-c5ccco5)nc4c32)cc1OC (stereo not drawn) | 16 | 27 | 25 | 1 | 6 | -0.2 | 10 | 4.2
O=C(NC1CCCC1)C(c1ccc(F)cc1)N(C(=O)c1csnn1)c1ccccc1F (stereo not drawn) | 25 | 4 | 22 | 2 | -12 | 0.1 | 0 | -2.2
C[C@@H]1CN([C@H](C)CO)C(=O)c2cccc(NS(=O)(=O)c3ccccc3)c2O[C@H]1CN(C)C(=O)Nc1ccc(C(F)(F)F)cc1 | -9 | -1 | -4 | 3 | -6 | 0.1 | 17 | -1.1
Cn1cc([N+](=O)[O-])c(C(=O)Nc2ccc(C3CCCCC3)cc2)n1 | -7 | -67 | 21 | 2 | -4 | 0.2 | 9 | -5.1
CCCC(=O)Nc1ccc2c(c1)C(=O)N(C)[C@H]1CC[C@H](CC(=O)NCc3ccccc3F)O[C@H]1CO2 | -2 | -1 | 7 | · | -4 | 0.3 | 1 | 2.7
CCN(c1ccc(NC(=O)CSCc2c(C)noc2C)cc1)C(C)C | 4 | 0 | 13 | -5 | 8 | 0.1 | 13 | -2.3
COc1cc(C(=O)OCC(=O)NC(=O)NC2CCCCC2)cc(Cl)c1OC | -8 | -1 | -5 | -1 | · | -0.1 | 2 | 1.6
C[C@@H]1CCCCO[C@@H](CN(C)C(=O)Nc2ccc(C(F)(F)F)cc2)[C@@H](C)CN([C@H](C)CO)C(=O)c2cc(NS(=O)(=O)c3ccc(F)cc3)ccc2O1 | 31 | · | 66* | 6 | · | ? | 7 | 2.3
O=C(NCC[C@H]1CC[C@H](NC(=O)c2cnccn2)[C@H](CO)O1)c1ccc2c(c1)OCO2 | 9 | 9 | -4 | -3 | -15 | 0.5 | -1 | -1.3
Cc1cc(NC(=O)CCC(=O)N(c2ccccc2)C(C(=O)NC2CCCC2)c2ccccc2F)no1 (stereo not drawn) | -8 | 9 | 23 | -2 | 26 | 0.0 | -5 | -0.4
Clc1ccc2nc(C3CCCCC3)c(CC3CCCCC3)n2c1 | · | -1 | 2 | 1 | · | 0.0 | 38* | 1.2
CC=Cc1ccc2n(c1=O)C[C@@H]1[C@@H](CO)[C@H](C(=O)NCc3ccccc3)[C@H]2N1C (mixture of isomers) | 7 | 4 | · | · | · | -0.1 | 2 | 1.0
O=C(C1CCC1)N1CCCCN2[C@H](CO)[C@H](c3ccc(-c4ccncc4)cc3)[C@H]2C1 | 12 | 3 | 22 | 0 | -9 | 0.0 | 4 | -3.5
Cc1nc2cc(NC(=O)c3ccc(S(=O)(=O)N(C)c4ccccc4)cc3)ccc2o1 | -10 | · | -55 | -2 | 0 | -0.1 | 5 | 4.4
Cc1ccnc(NC(=O)C2(c3cccs3)CCOCC2)c1 | 14 | 0 | 40 | -3 | 3 | 0.0 | -3 | 1.4
CCOC(=O)Cc1csc(NC(=O)/C=C/c2ccc(Cl)cc2)n1 | -4 | 15 | -17 | 4 | -5 | 0.0 | 1 | -0.8
N#C/C(=C\C=C\c1ccccc1)C(=O)NCc1ccco1 | 16 | 9 | 23 | 4 | -4 | 0.1 | -3 | -3.8
C[C@H]1CN([C@@H](C)CO)C(=O)c2cc(NC(=O)Cc3cn(C)c4ccccc34)ccc2O[C@@H]1CN(C)CC1CC1 | -17 | -16 | 10 | 4 | · | 0.2 | -2 | 2.3
CCOC(=O)c1cnc2c(c(C)nn2CC)c1Cl | 8 | 6 | -22 | 3 | 0 | 0.0 | -3 | 1.9
Cc1cc(C(=O)NNC(=S)Nc2cccc(C(F)(F)F)c2)nn1C | -16 | 19 | -4 | 3 | 16 | 0.0 | -6 | -1.0
CCCC(=O)Nc1ccc2c(c1)nc(CCNC(=O)c1ccccc1)n2C | 9 | -1 | · | 3 | 4 | · | 3 | -3.5
COc1ccc(C(=O)C2CCCN(C(=O)Cc3c(C)noc3C)C2)cc1OC (stereo not drawn) | 4 | -8 | 36 | -7 | -4 | 0.2 | 10 | -0.2
S=C(NCc1ccco1)N1CCN(c2ccccn2)CC1 | -8 | 10 | 5 | -2 | 0 | 0.0 | -3 | 1.1
O=C(Nc1nnc(-c2ccc(F)cc2)o1)c1cc(Cl)sc1Cl | 19 | · | 14 | · | 5 | 0.0 | · | ·
COc1ccc(OC)c(NC(=O)C2CCCN2S(=O)(=O)c2ccc3c(c2)CC(C)N3C(C)=O)c1 (stereo not drawn) | · | -5 | -10 | 9 | · | -0.1 | 6 | 0.2
S=C(NC1CCCCC1)N1CCN(Cc2ccccc2)CC1 | -26 | -5 | -3 | -2 | 0 | 0.2 | · | ·
O=C(COC(=O)c1ccc(OC(F)F)cc1)NC(=O)NC1CCCC1 | -24 | -4 | 8 | 9 | -22 | 0.1 | -3 | -0.5
CCOc1ccc(C(C(=O)NCC2CCCO2)N(C(=O)c2snc(C(N)=O)c2N)c2ccccc2F)cc1 (stereo not drawn) | -7 | 8 | 29 | 5 | -9 | -0.1 | 0 | 0.1
Cc1onc(-c2ccccc2)c1C(=O)N/N=C/C=C/c1ccccc1 | -12 | 10 | -4 | 3 | 0 | 0.1 | -1 | -3.1
CC(C#N)(NC(=O)CN1CCN(S(=O)(=O)c2ccccc2C#N)CC1)C1CC1 (stereo not drawn) | -18 | -1 | -6 | -1 | -6 | -0.1 | ? | 4.9
COCCCN1C(=O)N(c2ccccc2)C(=O)C1CC(=O)Nc1ccccc1 (stereo not drawn) | -5 | 1 | -3 | 0 | -14 | 0.0 | -7 | 2.1
C/C(=N\NC(=O)c1cc(Br)ccc1O)c1cccs1 | -10 | -46 | -132 | 1 | · | 0.2 | 2 | -0.1
CC(C)NC(=O)c1onc(CSc2ccc(C(C)C)cc2)c1C(=O)O | · | 5 | -25 | -4 | -6 | 0.0 | 7 | 4.0
CC(C)n1nc(C(=O)OCC(=O)N2CC(=O)Nc3ccccc32)c2ccccc2c1=O | · | 12 | 9 | -4 | 2 | 0.0 | 1 | 0.8
CCOc1ccc(CC(=O)N/N=C/c2cccnc2)cc1OCC | 17 | · | -4 | 11 | -4 | -0.1 | 4 | 0.6
Cc1ccc(-c2cnc3ccccc3n2)cc1C | 6 | ? | -53 | 0 | -10 | 0.0 | -3 | -3.4
CN(C)c1ccc(CN(C(=O)/C=C/c2ccco2)C2CCS(=O)(=O)C2)cc1 (stereo not drawn) | -10 | 13 | 4 | -11 | · | 0.0 | 0 | 1.9
O=C1[C@H]2CCCC[C@H]2C(=O)N1CCCCN1CCN(c2nsc3ccccc23)CC1 | · | 15 | 20 | 11 | -1 | 0.0 | 0 | 0.0
COC(=O)c1ccc2nc(NC(=O)COC(=O)CSc3nc(C)cc(C)n3)sc2c1 | 21 | · | -24 | · | -2 | -0.1 | · | ·
CCC1CCCCN1CCCNC(=O)Cn1nc(C)n2nc(-c3ccccc3)cc2c1=O (stereo not drawn) | -4 | · | -26 | 0 | 1 | 0.0 | 9 | -3.5
CCOC(=O)C1CCN(C(=O)c2cccnc2Oc2ccc(Cl)cc2)CC1 | 25 | 9 | -6 | 8 | -4 | 0.2 | 2 | 3.4
CCOC(=O)CNC(=O)C1CCN(S(=O)(=O)c2ccc(-c3nn[nH]n3)cc2)CC1 | 15 | 2 | -8 | -2 | -32 | 0.2 | -2 | -2.2
O=[N+]([O-])c1ccc(COc2ccccc2CN2CCCC2)cc1 | 1 | -6 | -13 | 8 | 19 | 0.5 | 2 | -1.6
COc1ccc(NS(=O)(=O)c2cc(NC(=O)c3cccnc3Cl)ccc2N2CCCC2)cc1 | · | 5 | 9 | 1 | -10 | 0.0 | 5 | -0.2
Cc1cc(C)c(NC(=O)CNC(=O)COC(=O)CNC(=O)c2ccc(Cl)cc2Cl)c(C)c1 | -8 | -3 | 12 | -5 | 0 | 0.0 | 3 | -2.1
Cc1cc(NC(=S)Nc2ccc(C)c(Cl)c2)n[nH]1 | -15 | -65 | -95 | -4 | 12 | 0.0 | 5 | -1.7
CC(C)C(Cl)=NOC(=O)Nc1ccc(S(N)(=O)=O)cc1 | 126* | 23 | -8 | -2 | -12 | -0.1 | 0 | -6.2
O=C1N[C@@H](Cc2ccccc2)C(=O)N2[C@H]1C[C@]1([C@]34C[C@H]5C(=O)N[C@@H](Cc6ccccc6)C(=O)N5[C@H]3N(S(=O)(=O)c3ccccc3)c3ccccc34)c3ccccc3N(S(=O)(=O)c3ccccc3)[C@H]21 | 2 | 2 | -3 | 1 | 4 | 0.1 | 9 | -0.7
O=C1C(Cl)=C(Nc2ccc3cn[nH]c3c2)C(=O)c2ccccc21 | -43 | 46 | 81* | 3 | -5 | 0.0 | 0 | -8.6
CCC(=O)Oc1ccc(C(=O)Nc2ccc([N+](=O)[O-])cc2)cc1 | 14 | -44 | -158 | -5 | 3 | 0.0 | -2 | 1.3
CCCN(CCC)Cc1c(C(=O)N/N=C/c2ccncc2)nnn1-c1nonc1N | -3 | -11 | 6 | 6 | 4 | 0.1 | ? | 2.2
CCNC(=S)N1CCN(CCNC2=CC(=O)CC(C)(C)C2)CC1 | -1 | 3 | -10 | 2 | · | 0.0 | · | -1.3
CC(C)c1nnc(NC(=O)CS(=O)(=O)Cc2ccccc2)s1 | -2 | 3 | 4 | 1 | 6 | 0.3 | -1 | -2.8
CCN(CC(=O)Nc1cccc(C(C)=O)c1)S(=O)(=O)c1ccc(C)cc1 | -4 | -15 | 28 | -7 | 5 | 0.0 | 2 | -2.7

Bioassay records deposited in PubChem by Broad Institute.
